FBA Mtb inh – inhibits M. tuberculosis FBA enzyme | P9WQA3 | AID 588726 | actives 2.3% (n = 360,000) | purified M. tuberculosis FBA, fluorescence read-out | inhibition, % at 1 µM; in the data active = inhibition above about 27%;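 note: 0% = vehicle and 100% = reference inhibitor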
Target sequence (P9WQA3 whole entry, looked up): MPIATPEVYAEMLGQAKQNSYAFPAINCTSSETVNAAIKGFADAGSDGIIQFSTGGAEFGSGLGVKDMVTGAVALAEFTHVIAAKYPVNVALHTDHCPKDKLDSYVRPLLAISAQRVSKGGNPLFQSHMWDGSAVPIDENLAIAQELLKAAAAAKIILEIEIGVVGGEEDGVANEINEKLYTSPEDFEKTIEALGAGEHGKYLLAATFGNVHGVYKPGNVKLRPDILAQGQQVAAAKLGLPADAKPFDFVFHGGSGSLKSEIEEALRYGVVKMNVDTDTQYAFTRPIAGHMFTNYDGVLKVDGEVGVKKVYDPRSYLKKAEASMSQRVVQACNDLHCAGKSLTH
BoNT F protease – BoNT F light chain protease inhibition | Multiplex microsphere protease cleavage assay, flow cytometry | actives 0.22% (n = 360,000) | inhibition, % at 10 µM; in the data active = inhibition above about 35%, passing the limit was not always enough; inconclusive = no clear call, values can overlap the other calls; note: plate controls were buffer without enzyme for full effect and enzyme alone for no effect
GDH-TPI counter – counter-screen for M. tuberculosis FBA inhibitors: GDH-TPI coupled enzymes. GDH-TPI coupled enzyme counterscreen, NADH absorbance. inhibition, % at 4.8 µM. actives 1.2% (n = 360,000). AID 588335; in the data active = inhibition above about 30%;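 note: 0% = DMSO wells and 100% = wells lacking the enzyme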
FadD28 FP inh – blocks FadD28 binding to the bisubstrate probe. AID 588549. fluorescence polarization. actives 0.22% (n = 360,000). inhibition, % at 12.5 µM; in the data active = inhibition above about 8.5%, passing the limit was not always enough; inconclusive = no clear call, values can overlap the other calls
BoNT-A LC inh2 – inhibitors of Botulinum neurotoxin A light chain protease | multiplex microsphere protease substrate cleavage, flow cytometry | actives 0.17% (n = 360,000) | inhibition, % at 10 µM; note: plate controls were buffer without enzyme for full effect and enzyme alone for no effect
Anthrax LF prot – anthrax lethal factor protease inhibition | AID 588501 | multiplex microsphere protease cleavage assay, LF | actives 0.12% (n = 360,000) | P15917 | inhibition, % at 10 µM; note: plate controls were buffer without enzyme for full effect and enzyme alone for no effect
Mtb UGM inh – inhibitors of M. tuberculosis UDP-galactopyranose mutase | P9WIQ1 | purified UGM, fluorescence polarization probe displacement | inhibition, % at 10 µM | actives 0.06% (n = 320,000) | AID 504406; in the data active = inhibition above about 10%, passing the limit was not always enough; inconclusive = no clear call, values can overlap the other calls
Target sequence (P9WIQ1 whole entry, looked up): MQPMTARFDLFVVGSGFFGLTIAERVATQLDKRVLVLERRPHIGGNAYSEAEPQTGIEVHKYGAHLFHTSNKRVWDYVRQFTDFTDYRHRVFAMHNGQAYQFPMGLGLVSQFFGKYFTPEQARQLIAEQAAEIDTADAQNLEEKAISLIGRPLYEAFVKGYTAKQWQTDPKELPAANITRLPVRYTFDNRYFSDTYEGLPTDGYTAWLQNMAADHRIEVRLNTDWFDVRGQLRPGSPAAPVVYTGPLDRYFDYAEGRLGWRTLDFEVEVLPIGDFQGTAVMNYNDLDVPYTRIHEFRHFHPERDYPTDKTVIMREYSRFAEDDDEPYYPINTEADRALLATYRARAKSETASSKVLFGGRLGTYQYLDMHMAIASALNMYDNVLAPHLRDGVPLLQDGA
BioA inh – BioA (M. tuberculosis) enzyme inhibition; actives 0.096% (n = 360,000); inhibition, % at 9.99 µM; purified M. tuberculosis BioA enzyme, plate reader; AID 602481; in the data active = inhibition above about 40%; inconclusive = no clear call, values can overlap the other calls
PfHsp40 rescue – compounds rescuing yeast from Plasmodium falciparum HSP40 toxicity. S. cerevisiae expressing PfHsp40, growth rescue, ATP luminescence. growth rescue, % at 12.5 µM. actives 0.68% (n = 340,000). AID 504582; in the data active = growth rescue above about 28%, passing the limit was not always enough; inconclusive = no clear call, values can overlap the other calls;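 note: yeast W303a lacking pdr1 and pdr3 grown in galactose medium; growth measured after three days at 30 °C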
* marks the source's active call; other numbers are inactive results; ? = inconclusive; · = no result given; & = joins results of further samples. Cut-off read from the data, not from the text of the source, unless noted: active = inhibition above about 30%; inconclusive = no clear call, values can overlap the other calls; inactive = below that.

SMILES | FBA Mtb inh | BoNT F protease | GDH-TPI counter | FadD28 FP inh | BoNT-A LC inh2 | Anthrax LF prot | Mtb UGM inh | BioA inh | PfHsp40 rescue
Cc1csc(NC(=O)c2c(O)c3c(n(CC(C)C)c2=O)CCCC3)n1 | 1 | -2 | -2 | -1.5 | 0.0 | -3 | -1.8 | · | -0.5
COc1ccccc1/C=N/NC(=O)CO | 0 | 2 | 6 | 1.5 | -0.4 | 0 | 2.5 | · | -1.6
C/[N+]([O-])=C\c1cccc(OCCN2CCN(c3ncc(C(F)(F)F)cc3Cl)CC2)c1 | 3 | -18 | 11 | 0.5 | 0.5 | 17 | 1.8 | 5.5 | 0.0
CCCCS(=O)(=O)c1sc2nc3c(cc2c1N)CCCC3 | 5 | -1 | 11 | 0.4 | -0.2 | -2 | -0.4 | -0.3 | 2.3
O=C(COc1ccc([N+](=O)[O-])cc1Cl)Nn1cnnc1 | 1 | 9 | 3 | -0.5 | -0.5 | -9 | 0.2 | -0.5 | -1.1
Cc1ccc(-n2c(C)cc(/C=N/NC(=O)CC3(C)OCCO3)c2C)c(C)c1 | 7 | 7 | 9 | 0.3 | 1.2 | -1 | 2.0 | 1.4 | -0.5
CCC(CC)NC(=O)c1n[nH]c(=O)c2ccccc12 | 0 | 7 | -5 | -4.5 | 0.8 | 0 | 2.1 | · | -1.6
Cc1cc(NC(=O)COC(=O)c2cc(S(=O)(=O)N(C)c3ccccc3)ccc2Cl)no1 | -8 | -1 | -1 | -4.6 | -0.2 | 3 | 3.7 | · | 1.7
COc1cccc(N2CCN(C(=O)CN(C)S(=O)(=O)c3ccc4c(c3)CCC(=O)N4)CC2)c1 | 0 | -5 | -2 | 1.1 | -0.4 | -5 | -0.4 | -1.0 | -0.6
O=C(OCC(=O)N1CCOCC1)c1ccccc1Cc1ccccc1 | 1 | -9 | 4 | -1.6 | -0.9 | 1 | 1.2 | · | 0.1
CCN(CC)c1ccc(NC(=O)C(C)C)cc1 | 1 | -1 | -12 | 2.4 | 0.1 | -2 | 0.6 | 0.7 | -0.1
COc1ccc(-c2sc(Nc3ccccc3)n[n+]2-c2ccc(F)cc2)c(OC)c1OC | -1 | 6 | 0 | -4.2 | 0.2 | -6 | -0.1 | 6.9 | -0.9
CCN(C(=O)CSc1nnc(C)n1-c1ccccc1)C1CCS(=O)(=O)C1 (configuration not stated) | 0 | 3 | 6 | -2.1 | 0.5 | 3 | 3.8 | · | -0.4
Cc1noc(NS(=O)(=O)c2ccc(NC(=O)c3cnc4scc(C)n4c3=O)cc2)c1C | -2 | -9 | 49* | -2.7 | -0.7 | -4 | 3.9 | 0.9 | 0.1
Cc1cc(OCC(=O)c2cccc(C(F)(F)F)c2)n2cnnc2n1 | -3 | 1 | -2 | -1.0 | -0.7 | -2 | -0.6 | 0.2 | -2.3
C[C@@H]1CN(S(=O)(=O)C(C)(C)C)[C@@H](CCO)/C1=C\c1ccccc1 | 0 | -2 | 4 | -1.3 | 0.3 | 0 | · | -1.2 | -0.9
COc1ccc(COCC(O)CN2CCN(S(=O)(=O)c3ccc(C(C)C)cc3)CC2)cc1 (configuration not stated) | -1 | 6 | -1 | -1.7 | 2.5 | -6 | -2.1 | · | 0.4
Cc1nc2sccn2c1-c1csc(NCc2ccccc2)n1 | -2 | -12 | 4 | -1.1 | -1.4 | -6 | 3.9 | -0.1 | 0.2
COCCn1c(=O)[nH]c2cc(C(=O)NCc3ccccc3)ccc2c1=O | 10 | -13 | 8 | -5.3 | -1.0 | -3 | -1.0 | -1.4 | -0.1
Cn1c(NC(=O)c2cc(Cl)ccc2Cl)cc(=O)n(C)c1=O | -2 | 4 | -8 | -0.3 | -0.5 | -8 | 0.4 | 1.4 | 0.3
COCCCNc1ccn2nc(-c3ccc(Cl)cc3)cc2n1 | 34* | -2 | 14 | -0.7 | 0.1 | -6 | · | -0.4 | ·
COc1cc(C2C(C(=O)c3ccc(C)o3)=C(O)C(=O)N2CCN2CCOCC2)ccc1OCCC(C)C (configuration not stated) | 0 | 4 | 12 | -1.8 | 2.4 | 1 | · | -0.4 | -1.5
c1ccc(COc2ncnc3c2ncn3CCCNCc2ccc3c(c2)OCO3)cc1 | -1 | -13 | 4 | -2.7 | -0.2 | -3 | · | 0.5 | -1.6
CCCCNC(=S)NCCN1CCCCC1 | 2 | -1 | 0 | -2.0 | -0.5 | -2 | 0.4 | -0.9 | -1.2
CCC(C)NC(=O)CNC(=O)c1nn(-c2ccc(OC)c(Cl)c2)c(=O)c2ccccc12 (configuration not stated) | -1 | -1 | -4 | -4.5 | -1.4 | 15 | -1.6 | · | 1.3
COC(=O)c1cc(C(=O)c2cc(Br)ccc2O)coc1=N | 7 | -4 | 0 | -0.9 | 0.0 | -2 | -0.1 | · | -0.2
COc1ccc(S(=O)(=O)NC(C)C(=O)Nc2ccccc2F)cc1 (configuration not stated) | 2 | 4 | -3 | 0.6 | -0.7 | -11 | 0.1 | 0.4 | -0.8
O=C(O)CCCCCNC(=O)c1ccccc1Br | 1 | -8 | 11 | 1.0 | -0.6 | -4 | 2.9 | -0.5 | -0.9
O=C(c1cc2ccccc2o1)N1CCN(c2cccc(Cl)c2)CC1 | 1 | -8 | -2 | -0.2 | -0.9 | 3 | 1.9 | -3.7 | -1.4
COc1ccc(CCNC(=O)c2cc(S(=O)(=O)N3CCCCC3)c[nH]2)cc1OC | 5 | -12 | 1 | -0.4 | -1.0 | -7 | 0.1 | -2.1 | 0.7

Single records, as listed above. Order of screens: FBA Mtb inh | BoNT F protease | GDH-TPI counter | FadD28 FP inh | BoNT-A LC inh2 | Anthrax LF prot | Mtb UGM inh | BioA inh | PfHsp40 rescue
Cn1c(NC(=O)c2cc(Cl)ccc2Cl)cc(=O)n(C)c1=O across the screens: -2 | 4 | -8 | -0.3 | -0.5 | -8 | 0.4 | 1.4 | 0.3
O=C(c1cc2ccccc2o1)N1CCN(c2cccc(Cl)c2)CC1 across the screens: 1 | -8 | -2 | -0.2 | -0.9 | 3 | 1.9 | -3.7 | -1.4

More structures.
SMILES | FBA Mtb inh | BoNT F protease | GDH-TPI counter | FadD28 FP inh | BoNT-A LC inh2 | Anthrax LF prot | Mtb UGM inh | BioA inh | PfHsp40 rescue
Brc1ccc2c(c1)OCCOCCOc1cc(Br)ccc1OCCOCCOCCO2 | -2 | -8 | -11 | -3.3 | 0.2 | -2 | 2.0 | 0.1 | ?
Cn1nnnc1SCCNCc1ccccc1OCc1ccc(F)cc1 | -5 | -1 | 10 | 0.2 | -0.3 | -2 | -1.6 | -0.2 | -1.9
CCOC(=O)C(C)N1C(=O)S/C(=C/c2cc(C)n(-c3ccccn3)c2C)C1=O (configuration not stated) | -6 | -13 | 18 | 0.2 | -1.2 | -7 | 2.7 | -0.6 | 0.9
O=C1C2ON(c3ccccc3)C(c3ccncc3)C2C(=O)N1c1ccc(Br)cc1 (configuration not stated) | -6 | -1 | 0 | -1.6 | ? | 2 | 1.6 | 3.0 | 1.8
CCOC(=O)c1sc(=NC(=O)c2ccc(OC)c(OC)c2)n(C)c1C | -5 | -3 | 8 | -4.2 | 0.2 | 3 | 1.5 | 0.4 | 0.4
COc1ccc(CCNC(=O)c2cc3sc(Cl)cc3n2C)cc1OC | 3 | -2 | 0 | -1.3 | 0.4 | -4 | -1.6 | 2.8 | 1.0
COc1cc(-n2nnnc2SC)c(OC)cc1Cl | -1 | -2 | -6 | -3.7 | -0.2 | -4 | 3.7 | · | 0.3
CCOc1ccc(-n2cnnn2)cc1S(=O)(=O)NCCc1ccc(OC)c(OC)c1 | 0 | -9 | 9 | -1.1 | -0.3 | -3 | 1.4 | -3.4 | 0.3
O=C(N1CCN(c2ccccn2)CC1)C(Cl)(Cl)Cl | 1 | 3 | -9 | -5.2 | -0.1 | -1 | 0.9 | · | 2.5
Cc1cc([N+](=O)[O-])ccc1N1C(=O)c2ccc(C(=O)Nc3ccccc3C(=O)O)cc2C1=O | -2 | 6 | -1 | 0.4 | 0.8 | -2 | 9.2 | 7.3 | -0.2
O=C(NCc1ccc(Cl)cc1)c1cc2ccccc2oc1=O | 3 | -12 | 6 | -0.3 | -1.4 | 1 | 2.6 | -2.8 | -0.2
Cc1ccc(-c2nc(C#N)c(NCCc3ccccn3)o2)cc1 | 10 | -7 | 16 | -2.0 | -0.5 | 3 | 2.4 | -1.4 | -0.2
Cc1ccc(Cn2c(C)c3cnn(CC(=O)NCCN4CCOCC4)c(=O)c3c2C)cc1 | -1 | -9 | 2 | -1.5 | 1.5 | -1 | · | 11 | 0.2
C=CCN=c1scc(-c2ccccc2)n1/N=C/c1ccccn1 | 2&2 | -8&-3 | 19&7 | -0.3&0.2 | 0.0&-1.0 | 3&-3 | -0.9 | 1.2&-1.8 | 23&8.7
CCNC(=O)CC1C(=O)N(c2ccc(C)cc2)C(=O)N1CCOC (configuration not stated) | 0 | 36* | 13 | -1.7 | 3.9 | 8 | 0.9 | · | 1.4
COc1ccccc1N1CCN(CCC(=O)Nc2cccc(Cl)c2)CC1 | -2 | -33 | 8 | 0.7 | 1.2 | -8 | 2.1 | · | -0.1
COc1ccccc1NC(=O)C1CCCN(S(=O)(=O)c2ccccc2)C1 (configuration not stated) | 1 | 0 | -3 | -0.9 | -4.1 | 2 | -1.4 | -1.0 | -0.3
O=C(NC(Cc1ccccc1)C(=O)N1CCN(S(=O)(=O)c2ccccc2F)CC1)c1ccccc1 (configuration not stated) | 0 | -1 | 6 | 0.9 | 0.6 | -6 | -2.1 | -0.4 | -0.8
O=C(O)C1CC(=O)N(Cc2cccs2)C1 (configuration not stated) | -2 | -6 | 0 | -1.9 | 0.1 | -3 | 1.4 | 0.4 | -0.9
O=C(Nc1ccc(Cl)c(S(=O)(=O)N2CCOCC2)c1)C1CCCC1 | -2 | 4 | -2 | -1.5 | 5.7 | -2 | 1.4 | 0.0 | -0.7
COc1ccc(S(=O)(=O)N2C(=O)/C(=C3\SC(N)=NC3=O)c3ccccc32)cc1 | -4 | 0 | 2 | -2.0 | -0.1 | -4 | 1.3 | -1.9 | -0.1
CSc1ncc(C(=O)Nc2ccccc2C)c(C)n1 | 5 | 9 | -2 | -1.1 | 0.8 | -11 | -1.2 | 1.5 | -0.8
COc1ccc(Cc2nc3ccc(C(=O)N(C)CCc4cnn(C)c4)cc3o2)cc1OC | -2 | -7 | 1 | 1.8 | 0.2 | -2 | · | 1.1 | -0.5
COc1cc(Cl)ccc1OCc1cc(C(=O)N2CCCCCCC2)no1 | -2 | -8 | 2 | 0.5 | -0.8 | -1 | -0.2 | 1.1 | 2.3
CC(C)Cc1nc2oc3c(NCC(C)O)ncnc3c2c2c1CCCC2 (configuration not stated) | 60* | ? | -2 | -7.2 | 0.0 | 15 | 3.4 | 0.2 | 4.3
COc1ccc(CCNC(=O)Cc2ccc(C)cc2)cc1OC | 2 | -11 | 5 | -1.3 | -1.3 | -3 | -0.1 | -0.7 | -1.1
COc1ccccc1CN1CCC(n2nccc2NC(=O)c2ccccc2Cl)CC1 | 1 | 1 | 3 | -3.8 | -1.4 | -2 | -3.2 | -0.5 | -0.5
Cc1cccc(C(=O)Nc2cccc(-c3cnc4ccccc4n3)c2)c1 | -4 | -2 | -3 | -0.7 | -0.2 | -2 | -0.5 | -1.4 | 0.7
Nc1cnnc(N/N=C\c2ccccc2)c1Cl | 15 | -6 | 11 | -0.2 | -0.7 | 2 | 0.4 | 1.2 | -0.4
CCCOc1cc(C)c(S(=O)(=O)n2nnc3ccccc32)cc1C | 1 | -1 | 16 | -0.4 | ? | 0 | -1.7 | · | 0.2
FC(F)(F)c1ccccc1Cc1c(-c2cccc(Cl)c2)nc2ccc(Cl)cn12 | 2 | 7 | · | -0.1 | 0.4 | 1 | · | 0.9 | ·

Shown with two lines to a compound: entries from further up.
Second line of a record – FBA Mtb inh	BoNT F protease	GDH-TPI counter	FadD28 FP inh	BoNT-A LC inh2	Anthrax LF prot	Mtb UGM inh	BioA inh	PfHsp40 rescue
COc1ccc(CCNC(=O)Cc2ccc(C)cc2)cc1OC
→ 2	-11	5	-1.3	-1.3	-3	-0.1	-0.7	-1.1
FC(F)(F)c1ccccc1Cc1c(-c2cccc(Cl)c2)nc2ccc(Cl)cn12
→ 2	7	·	-0.1	0.4	1	·	0.9	·
COc1ccccc1CN1CCC(n2nccc2NC(=O)c2ccccc2Cl)CC1
→ 1	1	3	-3.8	-1.4	-2	-3.2	-0.5	-0.5
